High-throughput results as filed in PubChem BioAssay.
TAG inh: inhibitors of triacylglycerol accumulation, primary screen, cell-based, uHTS, fluorescence, H9c2; 230,000 compounds, 0.66% hits; inhibition, % at 12.5 µM; H9c2 cells, Nile Red lipid (TAG) fluorescence; cells loaded with 200 µM oleic acid;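 active means pattern-corrected inhibition of lipid staining of at least 50% with the nuclear-stain viability signal not falling by more than 50%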;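 further: 0% = DMSO wells and 100% = triacsin C control wells; some results filed as inactive read as strong as hits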
TAG inh DAPI viability: further read-out of TAG inh, marked with its call; DAPI nuclei signal change (viability), lower = more cytotoxic, %;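 whole-well DAPI fluorescence read on a plate reader as a viability signal; minus 50 percent equals half of cells still viable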
An asterisk follows results filed as active. Not all compounds are listed, so the mix of outcomes need not match the whole.

O=C(O)C(O)(c1ccc(Cl)cc1)C1(O)CCCC1 (stereo not given) was read as TAG inh -6 and TAG inh DAPI viability 7.
`CC(C)(C)C(=O)c1cn(Cc2ccccc2)c2ccccc12` gave TAG inh 2 and TAG inh DAPI viability -1.
For O=C(Cn1cc(C(=O)c2ccccc2)c2ccccc21)NCc1ccco1 the results were TAG inh 35 and TAG inh DAPI viability -14.
`O=Cc1cn(Cc2c(F)cccc2Cl)nc1-c1ccccc1` gave TAG inh 3 and TAG inh DAPI viability 1.
Screening OC1/C(=C/c2ccc(C(F)(F)F)cc2)N2CCC1CC2 (stereo not given) returned TAG inh -15 and TAG inh DAPI viability 4.
For COC(=O)C1=C(c2ccc(C(C)=O)cc2)C[C@@H]2CC[C@H]1N2C(=O)NCc1ccco1 the results were TAG inh -5 and TAG inh DAPI viability -1.
CN1C(=O)NC(=O)/C(=C/c2ccc(C(=O)O)cc2)C1=O was read as TAG inh 12 and TAG inh DAPI viability 2.
`CCCC1COC(Cn2cncn2)(c2ccc(Cl)cc2Cl)O1` (stereo not given) gave TAG inh -15 and TAG inh DAPI viability 8.
`C[C@]12CCC3C(CC[C@@H]4C[C@@H](O)CC[C@]34C)C1CC[C@@H]2O` (stereo not given in full) gave TAG inh -15 and TAG inh DAPI viability 7.
`CCOC(=O)CC1=C(C(=O)OCC)C2(C(=O)N1)C(C(=O)OC)=C(N)Oc1ccccc12` (stereo not given) gave TAG inh 9 and TAG inh DAPI viability 4.
For COc1ccc(C2CN(C)CC2C(=O)c2ccc(C)cc2)cc1Cl (stereo not given) the results were TAG inh -3 and TAG inh DAPI viability 13.
`CC1=CC(O)C(O)C2(C)C1CC1OC(=O)C(O)C3C(C)C(O)C4(O)OCC13C42` (stereo not given) gave TAG inh 0 and TAG inh DAPI viability 5.
`Cc1cccc(OCC(=O)N2CCN(Cc3ccc([N+](=O)[O-])cc3)CC2)c1` gave TAG inh -17 and TAG inh DAPI viability 0.
CN1CCN(c2ccccc2N)CC1 was read as TAG inh -5 and TAG inh DAPI viability -8.
`COC(=O)CC(=O)c1ccc2c(c1)OCO2` gave TAG inh -4 and TAG inh DAPI viability 4.
For O=P1(NCCCn2cc[n+](Cc3nc4ccccc4[nH]3)c2)C=C(c2ccccc2)OC(c2ccccc2)=C1 the results were TAG inh -20 and TAG inh DAPI viability 22.
`CN1C(=O)N(C)C(=O)C2(Cc3cc([N+](=O)[O-])ccc3N(C)C2c2ccccc2)C1=O` (stereo not given) gave TAG inh -3 and TAG inh DAPI viability 11.
CCCCCCCCN=Cc1c(O)[nH]c(=O)[nH]c1=O was read as TAG inh 8 and TAG inh DAPI viability -10.
COC(=O)C1=C(c2ccc(F)cc2F)C[C@@H]2CC[C@H]1N2C(=O)N1CCCC1 was read as TAG inh -11 and TAG inh DAPI viability 0.
For CC1OC(OC2C(O)CC(OC3C(O)CC(OC4CCC5(C)C(CCC6C5CCC5(C)C(C7=CC(=O)OC7)C(O)CC65O)C4)OC3C)OC2C)CC(O)C1O (stereo not given) the results were TAG inh 7 and TAG inh DAPI viability -5.

A draw from above in order of count of non-hydrogen atoms, rising:
CN1C(=O)NC(=O)/C(=C/c2ccc(C(=O)O)cc2)C1=O was read as TAG inh 12 and TAG inh DAPI viability 2.
`Cc1cccc(OCC(=O)N2CCN(Cc3ccc([N+](=O)[O-])cc3)CC2)c1` gave TAG inh -17 and TAG inh DAPI viability 0.
For O=P1(NCCCn2cc[n+](Cc3nc4ccccc4[nH]3)c2)C=C(c2ccccc2)OC(c2ccccc2)=C1 the results were TAG inh -20 and TAG inh DAPI viability 22.

Remaining list, next part.
COC(=O)C1=C(c2cccc(OCc3ccccc3)c2)C[C@@H]2CC[C@H]1N2C(=O)NCc1ccc2[nH]ccc2c1 was read as TAG inh 26 and TAG inh DAPI viability 7.
`Cn1c(O)c(C2=NNC(c3ccc(Cl)cc3)C2)c(=O)n(C)c1=O` (stereo not given) gave TAG inh -18 and TAG inh DAPI viability 1.
`O=C(C[N+]12CCC(CC1)C(C(O)(c1ccccc1)c1ccccc1)C2)c1ccc(Br)cc1` (stereo not given) gave TAG inh 1 and TAG inh DAPI viability 17.
C=C(C)CSc1nnc([C@@H](N)Cc2ccccc2)o1 was read as TAG inh -6 and TAG inh DAPI viability 2.
CCCN1CCC2(CC1)NC(CO)(CO)CO2 was read as TAG inh -14 and TAG inh DAPI viability -4.
Screening O=C(N1CCCCCC1)N1CC1 returned TAG inh -21 and TAG inh DAPI viability -3.
For CCCCn1c(O)c(C(C)=NC(C)c2ccccc2)c(=O)[nH]c1=O (stereo not given) the results were TAG inh -1 and TAG inh DAPI viability 1.
`O=[N+]([O-])c1ccc(N2CCCCC2)c2ncccc12` gave TAG inh 2 and TAG inh DAPI viability -12.
Screening C[C@@H]1CN([C@H](C)CO)C(=O)CCCn2nncc2CO[C@H]1CN(C)C(=O)Oc1ccc2ccccc2c1 returned TAG inh 3 and TAG inh DAPI viability -9.
COC(=O)C1=C(c2cc3ccccc3o2)C[C@@H]2CC[C@H]1N2C(=O)NCc1ccc(C(F)(F)F)cc1 was read as TAG inh -24 and TAG inh DAPI viability 4.
For COC(=O)C1=C(c2cccc(OCc3ccccc3)c2)C[C@@H]2CC[C@H]1N2C(=O)NCc1ccc(N(C)C)cc1 the results were TAG inh 15 and TAG inh DAPI viability 3.
`CC1CN(c2ccccn2)C(C)CN1C(=O)C(O)(c1ccccc1)c1ccccc1` (stereo not given) gave TAG inh -3 and TAG inh DAPI viability -7.
C[C@]12CC[C@@H](O)CC1=CCC1C2CC[C@]2(C)C(=O)[C@H](F)CC12 (stereo not given in full) was read as TAG inh 3 and TAG inh DAPI viability -7.
CCCn1c(C)cc(C=O)c1C was read as TAG inh 1 and TAG inh DAPI viability 8.
For CN1CCN(Cc2ccccc2C(F)(F)F)CC1 the results were TAG inh -9 and TAG inh DAPI viability -9.
`N#CC(C#N)=C(C#N)c1ccc(Nc2ccccc2)cc1` gave TAG inh 5 and TAG inh DAPI viability -3.
For CC(NC1=NCCS1)c1ccccc1 (stereo not given) the results were TAG inh 9 and TAG inh DAPI viability -1.
`CCCCn1c(O)c(C=NC2CC3CCC2(C)C3(C)C)c(=O)[nH]c1=O` (stereo not given) gave TAG inh 14 and TAG inh DAPI viability 6.
For O=[N+]([O-])c1cc(F)c(N2CCCCC2)cc1Br the results were TAG inh -9 and TAG inh DAPI viability 12.
For O=C1NC(=O)N(c2ccc(F)cc2)C(=O)/C1=C/c1ccc2c(c1)CCCN2Cc1ccccc1 the results were TAG inh -22 and TAG inh DAPI viability 2.
`CC(=O)Nc1ccccc1C(=O)C(=O)Nc1cccc(C(=O)N2CCC3(CC2)OCCO3)c1` gave TAG inh -1 and TAG inh DAPI viability -3.
`Cc1c(NC(NC(=O)CF)C(Cl)(Cl)Cl)c(=O)n(-c2ccccc2)n1C` (stereo not given) gave TAG inh -10 and TAG inh DAPI viability -2.
Screening COc1ccc(C(=O)CC(c2ccc(OC)c(OC)c2)c2c(O)c3ccccc3oc2=O)cc1OC (stereo not given) returned TAG inh -7 and TAG inh DAPI viability -5.
`CN1CC2([N+](=O)[O-])CC=C(Cl)C([N+](=O)[O-])(C1)C2` (stereo not given) gave TAG inh 12 and TAG inh DAPI viability -9.
CC1CCCN(c2ccc(C(=O)N3CCC4(CC3)OCCO4)cc2[N+](=O)[O-])C1 (stereo not given) was read as TAG inh 13 and TAG inh DAPI viability -18.
`O=C1CC(c2ccccc2)CC(O)=C1C=NCCN1CCN(C(=O)Cc2ccccc2)CC1` (stereo not given) gave TAG inh 0 and TAG inh DAPI viability -9.
Screening O=C1NC(=S)NC(=O)C1Cc1ccccc1O returned TAG inh 8 and TAG inh DAPI viability 8.
For COc1cc(/C=N/NP(=S)(c2ccccc2)c2ccccc2)ccc1O the results were TAG inh -12 and TAG inh DAPI viability 15.
`O=C(Nc1ccccc1F)OC1CN2CCC1CC2` (stereo not given) gave TAG inh -2 and TAG inh DAPI viability -8.
`Cc1ccc(N(C)C(=O)Oc2ccc(C(=O)c3ccc(Cl)cc3)cc2)cc1` gave TAG inh -35 and TAG inh DAPI viability -2.
Screening O=C(c1cccc2ccccc12)C1CCCN(C2CCC2)C1 (stereo not given) returned TAG inh 9 and TAG inh DAPI viability 32.
`CCCC(C)n1[nH]c(=O)c2c1NC(=O)CSC2c1ccc(OC)cc1` (stereo not given) gave TAG inh -14 and TAG inh DAPI viability 9.
For Cn1cc(C(=O)OCC(=O)NC2CCCCC2)c2ccccc21 the results were TAG inh 0 and TAG inh DAPI viability 1.
For Cc1ccsc1C(=O)C1CCCN(Cc2cnc(N)nc2)C1 (stereo not given) the results were TAG inh 3 and TAG inh DAPI viability 2.
For Cc1c(C(c2ccc(O)cc2)c2c(O)c3ccccc3oc2=O)c(=O)n(-c2ccccc2)n1C (stereo not given) the results were TAG inh -28 and TAG inh DAPI viability 8.
For CCCN(CC#CCOc1ccc(OC)cc1)CCC the results were TAG inh -20 and TAG inh DAPI viability 10.
Screening COc1cccc(C(=O)C2CCCN(Cc3ccon3)C2)c1 (stereo not given) returned TAG inh -11 and TAG inh DAPI viability 0.
Screening COC(=O)C1=C(c2ccc(S(C)(=O)=O)cc2)C[C@@H]2CC[C@H]1N2C(=O)N1CCCCC1 returned TAG inh 7 and TAG inh DAPI viability -3.
Cn1cccc1/C=C1/C(=O)NC(=O)N(C(C)(C)C)C1=O was read as TAG inh -6 and TAG inh DAPI viability -2.
Screening CN1CCN(c2cn[nH]c(=O)c2Cl)CC1 returned TAG inh 1 and TAG inh DAPI viability -2.
For O=C(NP(=O)(N1CC1)N1CC1)c1cc(I)ccc1I the results were TAG inh -2 and TAG inh DAPI viability -7.
`CCN(C(=O)COC(=O)C(O)(c1ccccc1)c1ccccc1)c1c(N)n(Cc2ccccc2)c(=O)[nH]c1=O` gave TAG inh 1 and TAG inh DAPI viability -5.
Screening CN1CCN(c2ccc(F)cc2N)CC1 returned TAG inh 4 and TAG inh DAPI viability -4.
For CCC(C)C1NC(=O)C(NC(=O)C(CC(C)C)N(C)C(=O)C2CCCN2C(=O)C(C)O)C(C)OC(=O)C(Cc2ccc(OC)cc2)N(C)C(=O)C2CCCN2C(=O)C(CC(C)C)NC(=O)[C@H](C)C(=O)[C@H](C(C)C)OC(=O)CC1O (stereo not given in full) the results were TAG inh 124 and TAG inh DAPI viability -86.
Screening OC1/C(=C/c2ccc(F)cc2)N2CCC1CC2 (stereo not given) returned TAG inh 0 and TAG inh DAPI viability 7.
Screening c1cc2c(c(NC3=NCCCS3)c1)CCCC2 returned TAG inh 5 and TAG inh DAPI viability 10.
For O=C1N(c2cccc(Cl)c2)C(c2cccnc2)N2CCCN12 (stereo not given) the results were TAG inh 0 and TAG inh DAPI viability -1.
For CN(C)C(=O)Oc1ccc(Cl)c2cccnc12 the results were TAG inh 0 and TAG inh DAPI viability -4.
For Cc1c(N)c(C)c([N+](=O)[O-])c(C)c1[N+](=O)[O-] the results were TAG inh 8 and TAG inh DAPI viability 8.
`CC(=O)c1ccc2c(c1)C1C(Cl)C(Sc3ccccc3[N+](=O)[O-])CC1C(c1ccccc1[N+](=O)[O-])N2` (stereo not given) gave TAG inh -43 and TAG inh DAPI viability -7.
CCN(CC)C(=O)c1ccc(NC(=O)c2c(C)noc2C)cc1 was read as TAG inh 6 and TAG inh DAPI viability -2.
`CCOC(=O)C1(CCc2ccccc2)CCN(Cc2cccc3c2OCO3)CC1` gave TAG inh -17 and TAG inh DAPI viability 50.
For COc1ccc(-n2c(CNCCc3ccc(C)cc3)nc3ccccc3c2=O)cc1 the results were TAG inh -15 and TAG inh DAPI viability 11.
CNC(=O)Oc1cccc2ccccc12 was read as TAG inh -10 and TAG inh DAPI viability -3.
For COC1C(O)C(C)OC(OC2C(Oc3cccc4c(O)c5c(=O)oc6ccc(C)c7c(=O)oc(c34)c5c67)OC(C)C(O)C2O)C1O (stereo not given) the results were TAG inh 49 and TAG inh DAPI viability -43.
Screening O=c1cccc2n1C[C@H]1C[C@@H]2CN2CCCC[C@@H]12 returned TAG inh -6 and TAG inh DAPI viability 2.
Screening CS(=O)(=O)c1ccc(C2=C(CNC(=O)c3cccnc3)[C@H]3CC[C@@H](C2)N3Cc2ccccc2)cc1 returned TAG inh 13 and TAG inh DAPI viability -9.
`Cc1nnc2ccc(N3CCN(C)CC3)nn12` gave TAG inh 10 and TAG inh DAPI viability -2.

By substructure: those above containing a nitro group on carbon (8)
`Cc1cccc(OCC(=O)N2CCN(Cc3ccc([N+](=O)[O-])cc3)CC2)c1` gave TAG inh -17 and TAG inh DAPI viability 0.
`CN1C(=O)N(C)C(=O)C2(Cc3cc([N+](=O)[O-])ccc3N(C)C2c2ccccc2)C1=O` (stereo not given) gave TAG inh -3 and TAG inh DAPI viability 11.
`O=[N+]([O-])c1ccc(N2CCCCC2)c2ncccc12` gave TAG inh 2 and TAG inh DAPI viability -12.
For O=[N+]([O-])c1cc(F)c(N2CCCCC2)cc1Br the results were TAG inh -9 and TAG inh DAPI viability 12.
`CN1CC2([N+](=O)[O-])CC=C(Cl)C([N+](=O)[O-])(C1)C2` (stereo not given) gave TAG inh 12 and TAG inh DAPI viability -9.
CC1CCCN(c2ccc(C(=O)N3CCC4(CC3)OCCO4)cc2[N+](=O)[O-])C1 (stereo not given) was read as TAG inh 13 and TAG inh DAPI viability -18.
For Cc1c(N)c(C)c([N+](=O)[O-])c(C)c1[N+](=O)[O-] the results were TAG inh 8 and TAG inh DAPI viability 8.
`CC(=O)c1ccc2c(c1)C1C(Cl)C(Sc3ccccc3[N+](=O)[O-])CC1C(c1ccccc1[N+](=O)[O-])N2` (stereo not given) gave TAG inh -43 and TAG inh DAPI viability -7.
